Screening data (PubChem)
Ins promoter up: MIN6 insulin promoter up-regulation. MIN6 insulin promoter-GFP reporter, high-content imaging; stronger effect = higher value. z-score at 5 µM. hit rate 0.3% among 190,000;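 active = z-score above 3 at 5 µM with at least 500 cells counted in the well; inconclusive = wells under 500 cells, flagged as cytotoxic or low count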
West Nile virus CPE: West Nile virus antiviral activity, cell-based, CPE readout (AID 1621) | West Nile virus-infected cells, CPE inhibition; higher % means a stronger effect | CPE inhibition, % at 10 µM, or IC50 in µM where a hit was titrated | hit rate 0.02% among 290,000; in the data active = a potency from the dose series; inconclusive = CPE inhibition mostly from about 3.7% at the one dose, without a potency; inactive = the rest, 99 in 100 with CPE inhibition below about 2.2%; also: strong numbers were not always called active
Large T inhibition: SV40 large T antigen inhibitors, biochemical (AID 1903). SV40 large T antigen ATPase/helicase inhibition assay; higher % means a stronger effect. inhibition, % at 20 µM, or IC50 in µM where a hit was titrated. hit rate 0.39% among 310,000; in the data active = a potency from the dose series; inconclusive = inhibition mostly from about 32% at the one dose, without a potency; inactive = the rest, 99 in 100 with inhibition below about 32%; also: strong numbers were not always called active
CSM14.1 death rescue: protection against thapsigargin-triggered cell killing – 384-well, CSM14.1, ATP luminescence, primary screen (AID 1222); CSM14.1 thapsigargin-induced death rescue, ATP luminescence; higher % means a stronger effect; cellular ATP content (survival), % at 20 µM; hits with a dose series show EC50 in µM; 190,000 tested, under 10 active;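 active = EC50 below 50 µM in the dose-response confirmation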;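 also: death triggered by thapsigargin at about 15 µM added after 2 h compound pretreatment; cell ATP read after overnight thapsigargin exposure of roughly 18 to 22 hours; normalized against plate controls of thapsigargin alone and 5% DMSO vehicle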
human PMI inhibition: MPI enzyme activity inhibition – biochemical, fluorescence intensity, coupled assay, primary screen (AID 1209); hit rate 0.42% among 190,000; purified PMI enzyme, coupled fluorescence intensity; higher % means a stronger effect; inhibition, % at 20 µM, or IC50 in µM where a hit was titrated;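 also: plate controls were DMSO vehicle for no effect and wells lacking substrate for full effect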
TNAP activators: human TNAP enzyme activators, primary screen, biochemical, luminescent, no phosphate acceptor, uHTS (AID 1001); one-dose activation fold at 20 µM; EC50 in µM for titrated hits; hit rate 0.03% among 200,000; purified TNAP, luminescent activation assay, no phosphate acceptor; higher activation fold means a stronger effect; in the data active = activation fold from about 3, or a potency from the dose series; inactive = the rest, 99 in 100 with activation fold below about 1.6; also: many of its hits are not listed in these tables
RSV CPE inhibition: inhibition of RSV-induced cytopathic effect – HEp-2 cells, primary 10 µM value included (AID 2391); hit rate 0.13% among 310,000; HEp-2 cells, RSV-induced CPE inhibition; higher % means a stronger effect; one-dose CPE inhibition, % at 10 µM; IC50 in µM for titrated hits; in the data active = a potency from the dose series; inconclusive = CPE inhibition mostly from about 23% at the one dose, without a potency; inactive = the rest, 99 in 100 with CPE inhibition below about 21%; also: strong numbers were not always called active
human PMI inhibitors: human PMI inhibitors, high substrate, primary screen, biochemical, fluorescence intensity, high mannose 6-phosphate (AID 1220); recombinant PMI enzyme, coupled fluorescence intensity; higher % means a stronger effect; inhibition, % at 20 µM; hits with a dose series show IC50 in µM; hit rate 0.66% among 190,000
PhoP inhibition: inhibitors of PhoP regulon expression, primary screen, Salmonella Typhimurium, GFP reporter (AID 1863). S. Typhimurium PhoP-regulated promoter GFP reporter, 4 h; higher % means a stronger effect. inhibition, % at 50 µM; hits with a dose series show IC50 in µM. hit rate 0.16% among 300,000;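 active = inhibition over 29.93%, a cutoff 3 SD above the screen mean, later confirmed by dose response; inconclusive = inhibition over 29.93% but no dose response follow-up; inactive = inhibition at most 29.93% or unconfirmed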;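 also: 0% = low Mg2+ inducing control and 100% = high Mg2+ repressing control; strong numbers were not always called active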
Ins promoter up cell count: further read-out of Ins promoter up, marked with its call; cell count; measured here: cytotoxicity, nuclei count;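 total cells summed across four imaged fields per well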
Active calls of the source: *; ? = inconclusive; / = not tested or not shown. Rule as the data show it, unless noted: active = inhibition above about 50%; inactive = the rest.

SMILES | Ins promoter up | Ins promoter up cell count | West Nile virus CPE | Large T inhibition | CSM14.1 death rescue | human PMI inhibition | TNAP activators | RSV CPE inhibition | human PMI inhibitors | PhoP inhibition
Cc1cccn2c(=O)c3cc(C(=O)NCc4ccco4)c(=N)n(CCc4ccccc4)c3nc12 | -0.45 | 892 | -0.1% | / | / | / | / | 4.3% | / | -2%
Cc1cccc([C@@H]2[C@@H]3C(=O)N(Cc4ccccc4)C(=O)[C@@H]3[C@]3(CC(C)C)C(=O)N(c4cccc(Br)c4)C(=O)N23)c1 | / | / | -1.1% | 17% | / | / | / | 1.4% | / | 5%
Cc1cc(C)c(NC(=O)CN2C(=O)NC(Cc3ccccc3)C2=O)c(C)c1 (stereo not given) | 0.2 | 1485 | 0.0% | 3% | / | / | / | 0.0% | / | -2%
Cc1cccc(C)c1NC(=S)Nc1ccc(Cl)c(Cl)c1 | / | / | -0.7% | 3% | -3.0% | 7% | 1 | -4.3% | 8% | 3%
Cc1ncc([N+](=O)[O-])n1CC(=O)N/N=C/c1ccc(F)cc1 | -0.34 | 1317 | 0.1% | 12% | 1.0% | -7% | 1.1 | 2.7% | -4% | -3%
c1ccc(Nc2nnc(SCc3cccc4ccccc34)s2)cc1 | -0.15 | 913 | 0.1% | -2% | 0.0% | 9% | 1.1 | 1.8% | 8% | -5%
Cc1cc(NC(=O)CSc2c3c(nc4ccccc24)CCC3)no1 | 0.33 | 977 | / | 14% | -1.2% | 3% | 1.1 | 5.6% | 7% | 17%
Cc1sc2ncnc(OCC(=O)Nc3ccc4c(c3)OCCO4)c2c1C | / | / | / | 23% | -0.9% | 19% | 1.1 | -0.3% | 12% | -14%
O=C(COc1ccc(F)cc1Cl)Nc1cc(S(=O)(=O)N2CCOCC2)ccc1N1CCCCC1 | / | / | -1.0% | 18% | / | / | / | 21% | / | 2%
O=S(=O)(c1ccc(F)cc1)c1snnc1-c1ccccc1 | -0.11 | 719 | ? | 21% | -1.7% | 4% | 1.1 | 9.3% | 11% | 6%
COC(=O)Cn1cnc2c(nnn2-c2ccc(OC)cc2)c1=O | / | / | 0.8% | 16% | / | / | / | 1.0% | / | 10%
CSc1nc(N)n(-c2cc(C(F)(F)F)ccn2)n1 | -0.26 | 1313 | 0.2% | 8% | / | / | / | 1.5% | / | -5%
Cc1cc(C)cc(-n2nnc(C(=O)NCc3ccco3)c2N)c1 | / | / | -0.7% | 9% | -2.4% | -12% | 1.1 | 0.8% | 0% | 6%
Cc1cc(NC(=O)CSc2nc3ccccc3cc2C#N)no1 | / | / | -0.3% | 9% | / | / | / | 0.9% | / | -5%
COC(=O)[C@@H](NC(=O)CCc1nnc(-c2ccsc2)o1)C(C)C | -1.1 | 1455 | 0.2% | 12% | 1.5% | 4% | 1 | 1.8% | -4% | -5%
Cc1c(C(=O)N2CCCCC2)c(S(=O)(=O)NCCc2ccc(Cl)cc2)c(C)n1C | / | / | -0.7% | 1% | / | / | / | 1.2% | / | -5%
Cc1cc(C)c(C(=O)/C=C/C=C/c2ccccc2)c(=O)[nH]1 | -0.02 | 1264 | 0.1% | 24% | -1.3% | 4% | 1.1 | 0.3% | 23% | 2%
O=[N+]([O-])c1ccc2c(c1)C(N1CCOCC1)/C(=C/COc1ccc(Cl)cc1Cl)O2 (stereo not given) | -0.29 | 1854 | 0.8% | 4% | -2.3% | 15% | 1 | 1.8% | 16% | 2%
CSc1cccc(NC(=O)C2C3C=CC4(O3)C2C(=O)N(CCN2CCOCC2)C4C(=O)NC2CCCCC2)c1 (stereo not given) | / | / | 0.5% | 12% | / | / | / | 1.3% | / | -3%
CCOc1ccc(CC(=O)NCCc2cnc[nH]2)cc1 | / | / | 0.1% | 9% | / | / | / | 1.3% | / | 11%
CN(CCCC(=O)O)S(=O)(=O)c1ccc2c(c1)C(=O)c1cc(S(=O)(=O)N(C)CCCC(=O)O)ccc1-2 | / | / | 0.2% | 7% | / | / | / | 0.3% | / | 8%
COc1ccccc1N1CCN(Cc2nc(N)nc(Nc3ccc(C)cc3)n2)CC1 | -0.38 | 1150 | -0.1% | 4% | 7.0% | 14% | 1 | ? | 13% | 1%
COc1ccc(C(=O)O)cc1Nc1cc(C)nc2ncnn12 | -0.59 | 939 | -0.2% | 13% | -0.1% | -7% | 1.2 | 1.7% | -4% | 7%
CCOC(=O)c1sc(=S)n(C)c1N | -0.25 | 1606 | 0.0% | 13% | -0.8% | -5% | 1.1 | 3.5% | -10% | 4%
O=C(C1CC(=O)N(C2CCCCC2)C1)N1CCc2ccccc21 (stereo not given) | -0.13 | 1184 | -0.5% | 23% | -0.2% | -16% | 1.1 | 4.0% | -14% | -3%
COc1ccc(C(=O)CC(=O)C(=O)Nc2ccc([N+](=O)[O-])cc2C)cc1 | / | / | -0.5% | 8% | / | / | / | 2.8% | / | 1%
COc1cccc(C(=O)N2CCC(n3nccc3NC(=O)C3CCOC3)CC2)c1 (stereo not given) | / | / | 0.6% | 1% | / | / | / | 0.2% | / | -3%
Cc1nn2cc(-c3cccc(Cl)c3)cnc2c1Br | / | / | 0.6% | 3% | -2.1% | -3% | 1.1 | 0.5% | -8% | -12%
Cc1c(C(=O)NCCC2=CCCCC2)sc2ncnc(N3CCCCC3C)c12 (stereo not given) | / | / | 0.4% | 11% | / | / | / | 21% | / | -3%
CC1CCC2C(C1)c1sc(=O)[nH]c1SC2(C)C (stereo not given) | / | / | 2.6% | 13% | -1.6% | 16% | 1.1 | 5.2% | 14% | 12%

Single values from above.
Cc1cc(C)c(C(=O)/C=C/C=C/c2ccccc2)c(=O)[nH]1 in human PMI inhibitors is listed with 23%
CCOC(=O)c1sc(=S)n(C)c1N in CSM14.1 death rescue is listed with -0.8%

The results go on.
SMILES | Ins promoter up | Ins promoter up cell count | West Nile virus CPE | Large T inhibition | CSM14.1 death rescue | human PMI inhibition | TNAP activators | RSV CPE inhibition | human PMI inhibitors | PhoP inhibition
O=C(CSc1nnc(NC(=O)c2c(F)cccc2F)s1)NC1CCCCC1 | / | / | 0.4% | 3% | / | / | / | -0.2% | / | 6%
C#CCOCCOCCOCCNc1nc(N2CCN(C(=O)[C@H](CCC(=O)O)n3cc(C(N)CC(C)C)nn3)CC2)nc(N2CCN(C(=O)[C@H](CCC(=O)O)n3cc(C(N)CC(C)C)nn3)CC2)n1 (stereo not given in full) | -0.3 | 1397 | 1.5% | -1% | -0.4% | -26% | 1.1 | -0.5% | -41% | 7%
CCN(CC)CCNC(=O)C(=O)Nc1ccc(C(=O)OC)cc1 | 0.17 | 1102 | 0.5% | 3% | / | / | / | / | / | -4%
COCC(C)n1c(SCC(=O)NNC(=O)c2ccc(F)cc2)nc2ccccc2c1=O (stereo not given) | -0.06 | 1446 | 0.1% | 7% | -1.7% | 10% | 1.3 | 1.8% | 5% | -4%
COc1cc(Cl)c(S(=O)(=O)N2CC(C)OC(C)C2)cc1Cl (stereo not given) | / | / | -1.1% | -5% | -2.8% | -2% | 1.1 | 1.6% | -5% | 13%
CCOC(=O)C1CCCN(C(=O)c2cc(Nc3ccc(OC)cc3)nc3ccccc23)C1 (stereo not given) | 0.77 | 1174 | -0.7% | 24% | -1.7% | 25% | 1.1 | 2.1% | 14% | -6%
COc1ccc2oc(=O)c(C(=O)Nc3ccccc3C)cc2c1 | / | / | -1.0% | 12% | / | / | / | 1.3% | / | -5%
O=C(Nc1cc(F)cc(F)c1)c1sc(Cl)nc1-c1ccccc1 | -0.91 | 1243 | -0.7% | 16% | -4.0% | -8% | 1.2 | 0.2% | -2% | 2%
COc1ccc(OCCCC(=O)Nc2ccc(N3CCCCC3)cc2)cc1 | -0.05 | 1409 | -0.5% | 10% | -0.5% | -5% | 0.8 | 1.4% | -4% | 3%
Cc1cccc(CN2CCC(CNC(=O)Nc3ccc(F)c(Cl)c3)CC2)c1 | / | / | 17% | 7% | / | / | / | 7.0% | / | 6%
COc1ccc(C(CC(=O)O)NC(=O)COc2ccccc2)cc1OC (stereo not given) | 0.14 | 1552 | 0.1% | 6% | -0.8% | 0% | 1.1 | 0.5% | -2% | -1%
O=C(CNS(=O)(=O)c1ccc(F)cc1)N1CCCCCC1 | 0.42 | 1673 | -0.5% | 6% | -0.8% | -3% | 1.1 | 0.8% | -5% | 0%
CCCCC1(CC)C(=O)NC(=O)NC1=Nc1ccc(OC)cc1 (stereo not given) | -0.14 | 1605 | -0.2% | 2% | -1.1% | -4% | 1.1 | -0.1% | -3% | -3%
CC(C)c1nc2scc(-c3ccc(Cl)cc3)c2c(=O)n1N | 0.37 | 1051 | 0.8% | 8% | / | / | / | 1.5% | / | -2%
COc1cc(CC(=O)OCC(=O)NCC(C)C)cc(OC)c1OC | -0.86 | 1221 | -0.2% | 7% | -1.4% | -10% | 1.1 | 0.1% | -7% | 5%
COC(=O)c1c(NC(=O)COC(=O)c2ccccc2O)sc2c1CCCCC2 | / | / | -0.5% | -1% | -4.1% | 2% | 0.8 | 3.3% | -10% | -4%
O=C(Nc1ccccc1)c1ccc(CSc2ccccn2)cc1 | 0.51 | 1509 | 0.0% | 8% | -1.2% | 10% | 1.1 | 1.7% | 5% | 2%
Cn1c(NC(=O)c2ccccc2F)c(-c2cccs2)c(=O)c2ccccc21 | -0.24 | 1023 | 0.0% | 9% | / | / | / | 0.0% | / | -3%
Cc1ccc(S(=O)(=O)Nc2nc(C)c(C(=O)NN)s2)cc1 | 0.18 | 1135 | 0.4% | 18% | / | / | / | -0.1% | / | -8%
CN(CCCC(=O)NCc1ccc2c(c1)OCO2)S(=O)(=O)c1ccc([N+](=O)[O-])cc1 | / | / | -0.7% | 17% | / | / | / | -0.1% | / | 3%
O=C(COc1ccc(-c2ccccc2)cc1)N1CCN(S(=O)(=O)Cc2ccccc2)CC1 | 0.9 | 906 | -1.5% | 1% | -0.7% | 11% | 0.9 | 2.5% | 8% | -11%
CCOC(=O)c1csc(NC(=O)CN2CCN(C)CC2)n1 | / | / | -0.5% | 5% | / | / | / | 0.8% | / | -1%
CC1CC(C)CN(C/C=C/c2ccccc2[N+](=O)[O-])C1 (stereo not given) | -0.07 | 1428 | -0.3% | 1% | 3.0% | 3% | 1.1 | -1.9% | 8% | -2%
Cc1ccc2nc(C(F)(F)F)c(C#N)c(N)c2c1 | 0.35 | 1240 | -0.9% | -1% | -2.1% | 11% | 1.1 | 0.2% | 7% | -3%
Cc1ccc(S(=O)(=O)N2CCC(C(=O)N[C@@H](C)C(=O)NC3CCS(=O)(=O)C3)CC2)cc1 (stereo not given in full) | 0.74 | 1152 | 0.1% | 1% | -2.3% | -3% | 1.1 | 2.2% | 13% | 4%
Cc1ccc(NC(=O)COc2ncnc3ccccc23)cc1S(=O)(=O)N1CCOCC1 | -0.53 | 1326 | 0.4% | 4% | -1.7% | -3% | 1.2 | 3.0% | 5% | -7%
